Screening data from PubChem BioAssay.
PKM2 activator: qHTS Assay for Activators of Human Muscle isoform 2 Pyruvate Kinase | 260,000 tested, 0.34% active | Pyruvate kinase PKM (Homo sapiens), P14618 | AID 1631, 2009 | Potency, µM (titrated, usually from 57.5 µM), for the others: top-dose activation, hits mostly activators | purified PKM2, Kinase-Glo ATP luminescence, activation; response scale: 0% is enzyme alone, no compound; also: potency is read from the fitted curve at half-maximal effect; % is scaled to controls: 0 for no effect and ±100 for the full control effect; nearly all actives have a fitted effect of over 55% in size
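hPK-M2, >95% pure; 0.1 mM ADP / 0.5 mM PEP final; imidazole pH7.2 buffer w/ 7 mM MgCl2, 50 mM KCl; 1 h RT; Kinase-Glo lum. Intermediate enzyme activity for dual inhibitor/activator qHTS.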
Integrin act MD: qHTS for Activators of Integrin-Mediated Alleviation for Muscular Dystrophy | 350,000 tested, 0.064% active | Potency, µM (top dose mostly 38.3 µM), without a hit: at the top dose activation, most hits filed as activators | alpha7betagal myoblasts, beta-gal FDG fluorescence, 48 h;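 also: potency is read from the fitted curve at half-maximal effect; 100% = response of the positive control SU9516; nearly all actives have a fitted effect of over 60% in size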
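Alpha7betagal+/- myoblasts (passage 13) were plated 16-24 hr, then exposed to compounds (1:260 dilution of DMSO stock) for 48 hours at 37C. After MPER lysis, β-galactosidase reporter activity was read as FDG fluorescence (ex 480/em 540) after 30 minutes.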
FBPA coupling cs: qHTS Assay for Inhibitors of Fructose-1,6-bisphosphate Aldolase from Giardia Lamblia: Coupling assay counterscreen. coupling enzyme system counterscreen, AmpLite Red fluorescence. activity change, negative = inhibition, % at 58.2 µM, hits read low. 290,000 tested, 0.67% active. AID 2472, 2010; in the data active = activity change below about -30%; also: % is scaled to controls: 0 for no effect and ±100 for the full control effect
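First, compound is pin-transferred into glyceraldehyde-3-phosphate coupling-enzyme reagent at 57.5 uM final and held 10 min at RT. Next, substrate, coupling system and AmpLite Red are added. After 20 min RT, fluorescence (525/598 nm) is read.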
GALK inh: qHTS Assay for Inhibitors of Human Galactokinase (GALK) | Purified GALK, Kinase-Glo residual ATP luminescence | Potency, µM (doses to about 57.5 µM), inactives show at the top dose activity change, negative = inhibition, most hits filed as inhibitors | 270,000 tested, 0.007% active | AID 1868, 2009; also: potency is read from the fitted curve at half-maximal effect; % is scaled to controls: 0 for no effect and ±100 for the full control effect
Target sequence (P51570 whole entry, looked up): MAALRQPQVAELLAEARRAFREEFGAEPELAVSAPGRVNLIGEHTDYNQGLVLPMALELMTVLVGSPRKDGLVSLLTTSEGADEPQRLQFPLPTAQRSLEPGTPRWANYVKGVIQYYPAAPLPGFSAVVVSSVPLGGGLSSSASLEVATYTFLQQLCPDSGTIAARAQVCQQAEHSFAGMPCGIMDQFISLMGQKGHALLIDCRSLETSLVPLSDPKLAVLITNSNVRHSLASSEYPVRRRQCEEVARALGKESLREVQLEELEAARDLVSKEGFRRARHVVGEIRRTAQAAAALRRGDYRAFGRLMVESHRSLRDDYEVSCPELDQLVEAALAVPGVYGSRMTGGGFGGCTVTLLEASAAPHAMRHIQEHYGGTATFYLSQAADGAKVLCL
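Galactose (100 uM) and ATP (35 uM) were turned over by 5 nM GALK for 1 h at RT. Kinase-Glo Plus then converted the remaining ATP into a luminescent signal.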
ASM inhibitor: Inhibitors of Secretory Acid Sphingomyelinase (S-ASM): qHTS; Potency, µM (series often up to 57.5 µM), for the others: top-dose activity change, negative = inhibition, hits mostly inhibitors; 340,000 tested, 0.006% active; AID 504937, 2011; Sphingomyelin phosphodiesterase (Homo sapiens), P17405; placental ASM, HMU-PC fluorogenic substrate, 60 min; also: potency is read from the fitted curve at half-maximal effect
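HMU-PC0 cleavage (9 uM final) by human placental ASM, 60 min at 37 °C following 10 min compound exposure at RT; stopped at pH 10, fluorescence Ex 386/Em 447 nm.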
BCR signal inh: qHTS Assay to Find Inhibitors of Chronic Active B-Cell Receptor Signaling; Potency, µM (titrated, usually from 46.1 µM), for the others: at the top dose ratio change, negative = lower green/red ratio, hits mostly inhibitors; ABC-DLBCL IkBa-CBG/CBR reporter, luminescence ratio, 4 h; 340,000 tested, 0.05% active; active = well fitted inhibition curve with a large enough effect in the signal ratio, with a control signal flat, not every such curve was filed as active; inconclusive = small, poorly fitted or top-dose-only effect, or effect the other way, or a change in a side signal; the % refers to the signal ratio;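 also: potency is read from the fitted curve at half-maximal effect; plate controls were basal doxycycline-induced cells for no effect and cells given 10 µM MG132 for full effect; MG132 reads +100%, hits lower the ratio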
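Compounds up to 46 uM were incubated four hours with TMD8 cells whose green CBG68 luciferase is fused to IkappaBalpha; red CBR luminescence normalised the signal, and concentration-effect curves were fitted to fusion, red and ratio data.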
Giardia killer: Small Molecules that selectively kill Giardia lamblia: qHTS; 340,000 tested, 0.15% active; Giardia lamblia trophozoite viability; AID 540267, 2011; activity change, % at 7.66 µM, hits read low; in the data active = activity change below about -80%; inconclusive = between about -30% and that limit;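 also: parasites exposed to compound for two days anaerobically before the ATP read; % is scaled to controls: 0 for no effect and ±100 for the full control effect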
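Luminescence from cellular ATP indicates surviving trophozoites (100 cells/well) following 48 hrs anaerobic compound treatment at 37 deg C; signal develops 15-30 min at room temperature.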
B2AR arrestin: qHTS assay of beta-arrestin-biased ligands of beta2-adrenergic receptor; Beta-2 adrenergic receptor (Homo sapiens), P07550; 330,000 tested, 0.02% active; beta-arrestin recruitment to beta2AR, cell-based reporter; Potency, µM (top dose mostly 46.1 µM), for inactives: at the highest dose activation, most hits filed as activators;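 also: potency is read from the fitted curve at half-maximal effect; 0% = DMSO controls and full agonism = EC100 isoproterenol or metaproterenol; nearly all actives have a fitted effect of over 65% in size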
Tb PFK inh: qHTS Assay to Find Inhibitors of T. brucei phosphofructokinase; ATP-dependent 6-phosphofructokinase (Trypanosoma brucei brucei), O15648; T. brucei PFK, ADP-Glo luminescence; Potency, µM (series often up to 57.5 µM), for inactives: at the top dose activity, negative = inhibition, hits mostly inhibitors; 330,000 tested, 0.17% active; AID 485367, 2010;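 also: potency is read from the fitted curve at half-maximal effect; 0% = uninhibited 1x PFK enzyme wells and -100% = no-enzyme wells; nearly all actives have a fitted effect of over 60% in size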
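Compounds were pin-transferred as a titration series up to 57 uM into substrate buffer (0.5 mM F6P, 0.1 mM ATP, pH 8.0), then 1.25 nM PFK was added and reactions ran 45 min before ADP-Glo detection.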
PTAP TSG101 blk: qHTS Assay for Iinhibitors of HIV-1 Budding by Blocking the Interaction of PTAP/TSG101; Tumor susceptibility gene 101 protein (Homo sapiens), Q99816; Fluorescence polarization, FITC-PTAP peptide / Tsg101 binding; Potency, µM (titrated, usually from 115 µM), inactives show at the highest dose activity change, negative = inhibition, actives largely listed as inhibitors; 340,000 tested, under 10 active; AID 493005, 2010; active = well fitted inhibition curve with a large enough effect in the main read-out, with a control signal flat, not every such curve was filed as active; inconclusive = small, poorly fitted or top-dose-only effect, or effect the other way, or a change in a side signal; inactive = no such curve, though single readings can be large or run the other way; also: potency is read from the fitted curve at half-maximal effect; % of control where 0% means no effect
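Steps: Tsg101 binding domain dispensed (10 uM final), compounds pinned in DMSO, FITC-labeled PTAP-motif peptide added (50 nM final); after 20 min binding at room temperature, polarization measured.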
Menin MLL FP TR: qHTS Assay for Inhibitors Targeting the Menin-MLL Interaction in MLL Related Leukemias: Competition With Texas Red Labeled MLL-derived Mutant Peptide. 270,000 tested, 0.23% active. Menin + Texas Red MLL mutant peptide, fluorescence polarization. Potency, µM (doses to about 61.6 µM), for inactives: at the highest dose FP activity change, negative = inhibition, hits mostly inhibitors. O00255; active = well fitted inhibition curve with a large enough effect in the polarisation, with a control signal flat, not every such curve was filed as active; inconclusive = small, poorly fitted or top-dose-only effect, or effect the other way, or a change in a side signal; inactive = no such curve, though single readings can be large or run the other way; the % refers to the polarisation; also: potency is read from the fitted curve at half-maximal effect; % of control where 0% means no effect; many of its hits are not listed in these tables
Target sequence (O00255 whole entry, looked up): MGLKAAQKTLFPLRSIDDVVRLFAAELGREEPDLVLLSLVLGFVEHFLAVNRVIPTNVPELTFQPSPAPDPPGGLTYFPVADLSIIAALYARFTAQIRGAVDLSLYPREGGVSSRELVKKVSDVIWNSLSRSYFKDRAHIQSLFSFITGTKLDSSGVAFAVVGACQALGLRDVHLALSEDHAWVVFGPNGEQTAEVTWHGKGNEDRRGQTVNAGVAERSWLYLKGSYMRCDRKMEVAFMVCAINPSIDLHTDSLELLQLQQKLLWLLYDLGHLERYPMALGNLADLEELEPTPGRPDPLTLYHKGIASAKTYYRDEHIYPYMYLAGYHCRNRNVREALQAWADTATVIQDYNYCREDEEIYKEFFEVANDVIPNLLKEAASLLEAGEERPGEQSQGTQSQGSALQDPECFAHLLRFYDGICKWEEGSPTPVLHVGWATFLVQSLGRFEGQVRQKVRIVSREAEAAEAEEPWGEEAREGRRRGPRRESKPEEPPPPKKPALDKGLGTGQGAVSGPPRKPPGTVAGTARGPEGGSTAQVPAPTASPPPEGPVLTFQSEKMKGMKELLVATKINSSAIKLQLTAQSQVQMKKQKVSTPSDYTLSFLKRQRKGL
* hit, by the source's call; ? = inconclusive; . = not tested or not shown; & = joins results of further samples; [ ] = another dose, or the depositor's remark. Unless noted, calls follow the shape of the dose curve; as a rule, active = well fitted curve in the direction sought with a large enough effect; inconclusive = small, poorly fitted or top-dose-only effect, or another doubt; inactive = no such curve, though single readings can be large; an effect the other way counts as inactive or inconclusive. The list is partial; the hit share may differ from the screen's.

Every second line gives: PKM2 activator	Integrin act MD	FBPA coupling cs	GALK inh	ASM inhibitor	BCR signal inh	Giardia killer	B2AR arrestin	Tb PFK inh	PTAP TSG101 blk	Menin MLL FP TR
- C=CCC(O)(CC=C)CNC(=O)C1CCC(=O)N(CCCc2ccccc2)C1 (stereo not drawn)
    0%[11.5 µM]	3%	0	11%	1%	0%	-9	-0.3%	-7%	0%	-2%
- COc1ccc2[nH]cc(CCNC(=O)c3ccco3)c2c1
    .	.	.	.	-1%	0%	28	-0.5%	-1%	-1%	.
- CC1=NN(c2ccccc2)C(=O)/C1=C/C=C/C=C/N(C)C
    -33%	-6%	-9	5%	-9%	?	-16	0.3%	-27%	83%[activator]	8%
- CC(OC(=O)c1nsc(Cl)c1Cl)C(=O)NCCc1ccccc1 (stereo not drawn)
    .	?	1	5%	-2%	1%	3	-0.2%	6%	-3%	.
- COc1ccccc1CCC(=O)N(C)CC(=O)Nc1ccc(Cl)c(C(F)(F)F)c1
    1%	5%	.	2%	-5%	?	23	0.2%	-6%	.	.
- CCCC1=NN2C(=N)/C(=C\c3ccc(OCCOc4ccc(NC(C)=O)cc4)c(OC)c3)C(=O)N=C2S1
    .	?	7	-2%	-4%	1%	2	-0.3%	0%	-4%	?
- COc1ccc(Br)cc1CN(C)CC(=O)Nc1cc([N+](=O)[O-])ccc1OC
    3%	-19%	0	0%	-3%	-15%	13	-0.1%	0%	-2%	-12%
- CS(=O)(=O)c1ccc(C(=O)Nc2ccc(-c3nc4ccccc4[nH]3)cc2)cc1
    -2%[0.46 µM]	14%	3	6%	44%[activator]	?	11	-0.1%	-1%	-2%	?
- CCSc1nnc(-c2ccc(Cl)cc2)c2ccccc12
    3%	-29%	6	.	-1%	-15%	2	-0.5%	-2%	3%	?
- CC(=O)NC(c1ccc(F)cc1)c1cccnc1 (stereo not drawn)
    -3%	26%	-1	0%	-1%	-6%	0	0.0%	-2%	-5%	5%
- COc1ccc(C2CC(c3ccc(C)cc3)Nc3ncnn32)cc1 (stereo not drawn)
    -6%	-28%	5	3%	6%	3%	-9	-0.1%	-4%	-3%	-9%
- C#CCOCCOCCOCCNc1nc(N2CCN(C(=O)CCCCCCCCCCNC(=O)[C@H]([C@@H](C)CC)n3cc(CCCCN=C(N)N)nn3)CC2)nc(N2CCN(C(=O)CCCCCCCCCCNC(=O)[C@H](CCCCN)n3cc(C)nn3)CC2)n1
    .	-9%	.	.	?	?	-23	-0.1%	23%	14%	.
- COCCn1c(C(C)C)nc2sc3ccccc3c(=O)c2c1=O
    1%	0%	0	0%	2%	-1%	-6	-0.1%	2%	0%	-18%
- CCCCOCC(O)Cn1c(C)nc2ccccc21 (stereo not drawn)
    -1%	-17%	0	4%	0%	-2%	-8	-0.2%	-2%	-2%	-6%
- COc1ccc(CCNC(=O)CNCC2CCCCC2)cc1OC
    .	-10%	3	.	-4%	0%	-11	-1.1%	0%	-3%	9%
- CCCS(=O)(=O)c1cscc1NC(=O)c1c(-c2c(F)cccc2Cl)noc1C
    0%	-11%	0	0%	-4%	8%	-4	4.6%	0%	-1%	.
- O=C(NC1CCCC1)C(c1cccnc1)N(C(=O)c1csnn1)c1ccccc1 (stereo not drawn)
    0%	-14%	3	5%	4%[11.5 µM]	-2%	2	-0.3%	-8%	-1%	-4%
- CCC[C@@H]1CCCO[C@@](C(=O)NCc2ccc(S(C)(=O)=O)cc2)(C(F)(F)F)C1
    .	-8%	-8	.	0%	.	0&-1	.	.	0%	-6%
- Cc1n(N)c2ccccc2[n+]1CC(=O)c1ccccc1
    -3%	-22%	3	7%	4%	8%	10	-0.2%	0%	0%	12%
- COC(=O)CCC(=O)N1CN2CN(C(=O)CCC(=O)OC)CC([N+](=O)[O-])(C2)C1
    -14%	-20%	2	-1%	0%	4%	-23	0.2%	0%	-1%	.
- O=c1c2cccc3c2c(nn1CN1CCOCC1)-c1ccccc1-3
    1%	-17%	-4	3%	-3%	?	4	0.1%	-6%	0%	-1%
- COc1ccc(N(C(=O)CNC(=O)c2cccs2)C(C(=O)NCC2CCCO2)c2ccccc2)cc1 (stereo not drawn)
    5%	8%	0	-2%	3%	?	-6	0.5%	7%	0%	?
- Cc1ccc(S(=O)(=O)N2CCN(C(=O)c3ccco3)CC2)cc1
    -11%	4%	4	-3%	-5%	0%	5	0.3%	-3%	-4%	-20%
- CC(C)CCOc1ccc(C2(C)NC(=O)NC2=O)cc1 (stereo not drawn)
    0%	-36%[inhibitor]	2	-7%	1%	1%	18	0.2%	-2%	-4%	2%
- O=C(Nc1cc2c3c(c1)CC(=O)N3CCC2)C1CCCCC1
    .	-9%	.	.	1%	?	3	-0.1%	-1%	-2%	.
- CC1(C)C(=O)C2(CCCCC2)C(=O)OC1C(=O)c1ccccc1 (stereo not drawn)
    -3%	6%	0	4%	-3%	10%	?	0.2%	-2%	-2%	-5%
- COCCn1c(SCC(=O)Nc2sc(C)c(C)c2C#N)nnc1C(C)C
    -2%	0%	-2	2%	6%	5%	2	0.1%	0%	-5%	-1%
- CN(C)CCCN(C(=O)c1ccco1)c1nc(-c2ccc(Cl)cc2)cs1
    -1%	-58%[inhibitor]	0	4%	-8%	?	-13	-0.9%	-2%	-3%	?
- O=C(CCCc1ccccc1)Nc1ccc2c(c1)OCCO2
    1%	-29%	-7	1%	3%	1%	-2	0.2%	3%	1%	2%
- Cc1ccc(NC(=O)c2ccccc2-c2ccccc2C(=O)O)cc1
    -1%	3%	10	-1%	3%	3%	-18	-0.5%	12%	-3%	-5%

Later entries.
Every second line gives: PKM2 activator	Integrin act MD	FBPA coupling cs	GALK inh	ASM inhibitor	BCR signal inh	Giardia killer	B2AR arrestin	Tb PFK inh	PTAP TSG101 blk	Menin MLL FP TR
- O=C(OCc1nnc(-c2ccccc2)o1)c1ccc(S(=O)(=O)NCc2ccco2)cc1
    3%	0%	2	0%	0%	-2%	12	0.0%	-19%	-1%	14%
- O=C(NNC(=O)c1cc(S(=O)(=O)N2CCOCC2)c(Cl)cc1Cl)c1ccccc1F
    .	-7%	.	.	0%	9%	-2	0.1%	4%	-4%	.
- COc1ccc(NC(=O)CN(C)C(=O)c2cc(-c3ccccc3)nc3ccccc23)cc1
    .	0%	.	.	-3%	3%	-13	-0.1%	0%	-2%	.
- Cn1ncc([N+](=O)[O-])c1C(=O)Nc1ccc(-c2ccccc2)cc1
    ?	4%	-4	3%	-2%	?	-20	-1.2%	0%	0%	11%
- Cc1cc(C)c(C(=O)/C=C/c2ccc3c(c2)OCO3)c(=O)[nH]1
    1%	-12%	-7	4%	3%	-3%	22	0.0%	-24%	2%	?
- CCOc1cc(-n2cnnn2)c(OCC)cc1NC(=O)c1cnccn1
    -4%	?	2	-3%	0%	4%	5	-1.7%	1%	-6%	8%
- Cc1cc(C)n2c(Nc3ccc4c(c3)OCCO4)c(-c3ccco3)nc2n1
    2%	.	0	3%	.	?	.	1.1%	4%	.	-6%
- N#CCSc1nc2c(cc1C#N)CCCCCC2
    -1%	23%	7	-2%	65%[activator]	?	0	-0.6%	-6%	-7%	5%
- C/C(=C\C(=O)c1cccnc1)Nc1ccc(C)c(C)c1
    -3%	-4%	0	-1%	2%	0%	-19	-0.2%	10%	-6%	-3%
